# Screening results from PubChem BioAssay.
# SENP8 inh = blocks the human protease SENP8; Q96LD8; purified SENP8, Z-RLRGG-aminoluciferin cleavage, luminescence; inhibition, % at 10 µM; 330,000 tested, 1.2% active
# 697 NFkB inh = lowers PMA/ionomycin-induced NF-kB signal in 697 B cells; 697 B-cell NF-kB luciferase reporter, 16 h; inhibition, % at 4 µM; 330,000 tested, 0.33% active; in the data active means inhibition above about 35%
# Gli-Sufu antag = blocks Gli-Sufu signaling in a luciferase reporter; inhibition, % at 5 µM; Sufu-KO-LIGHT fibroblasts, Gli luciferase reporter luminescence; 340,000 tested, 0.74% active;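 active means inhibition above about 55%, limit read from the data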;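 further: 0% = DMSO-treated cells and 100% = wells with medium but no cells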
# Apaf1 inhib = human Apaf-1 inhibition. inhibition, % at 20 µM. AID 489030. 330,000 tested, 0.71% active. O14727. reconstituted apoptosome caspase-3 activity, DEVD-Rh110 fluorescence; active means inhibition of at least 40% at 20 µM;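 further: plate controls were DMSO wells for no effect and DEVD-CHO caspase inhibitor wells for full effect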
# Target sequence (O14727 whole entry, looked up): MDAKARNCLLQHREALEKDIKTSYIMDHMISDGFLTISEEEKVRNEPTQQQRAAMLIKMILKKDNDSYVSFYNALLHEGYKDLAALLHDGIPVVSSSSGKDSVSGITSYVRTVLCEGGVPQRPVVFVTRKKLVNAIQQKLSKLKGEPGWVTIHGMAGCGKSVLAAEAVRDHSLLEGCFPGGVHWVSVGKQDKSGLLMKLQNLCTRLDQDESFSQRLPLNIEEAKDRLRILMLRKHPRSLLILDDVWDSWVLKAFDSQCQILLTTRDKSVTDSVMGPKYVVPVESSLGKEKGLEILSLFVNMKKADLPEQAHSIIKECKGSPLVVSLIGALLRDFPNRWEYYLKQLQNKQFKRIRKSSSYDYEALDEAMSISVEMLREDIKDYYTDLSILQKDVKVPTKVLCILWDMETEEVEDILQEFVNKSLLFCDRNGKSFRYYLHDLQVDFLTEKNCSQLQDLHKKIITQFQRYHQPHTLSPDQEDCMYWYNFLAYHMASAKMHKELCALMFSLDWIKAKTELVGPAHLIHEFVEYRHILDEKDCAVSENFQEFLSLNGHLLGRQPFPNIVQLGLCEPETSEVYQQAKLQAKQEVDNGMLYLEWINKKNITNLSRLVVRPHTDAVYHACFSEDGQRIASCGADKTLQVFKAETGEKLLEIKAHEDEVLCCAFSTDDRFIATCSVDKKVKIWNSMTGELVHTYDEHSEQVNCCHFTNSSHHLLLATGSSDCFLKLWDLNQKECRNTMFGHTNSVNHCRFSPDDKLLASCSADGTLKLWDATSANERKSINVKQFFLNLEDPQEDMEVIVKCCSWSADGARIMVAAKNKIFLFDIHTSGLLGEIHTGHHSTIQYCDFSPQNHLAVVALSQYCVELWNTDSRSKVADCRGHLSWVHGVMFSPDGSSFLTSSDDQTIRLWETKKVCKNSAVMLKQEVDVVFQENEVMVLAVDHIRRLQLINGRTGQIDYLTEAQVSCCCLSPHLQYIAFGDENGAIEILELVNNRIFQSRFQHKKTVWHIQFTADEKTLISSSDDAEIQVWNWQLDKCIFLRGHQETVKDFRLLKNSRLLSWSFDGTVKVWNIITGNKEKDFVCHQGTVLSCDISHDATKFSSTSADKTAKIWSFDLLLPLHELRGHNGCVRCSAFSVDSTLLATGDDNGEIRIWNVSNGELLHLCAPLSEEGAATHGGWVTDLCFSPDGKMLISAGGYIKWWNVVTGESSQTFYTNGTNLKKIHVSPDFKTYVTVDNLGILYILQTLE
#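 Material: biochemical Apaf-1 apoptosome reconstitution. Medium: Hepes buffer, pH 7.5. Also added: cytochrome c activation, bis-DEVD rhodamine 110 substrate. Timing: 30 min compound preincubation, 50 min activation, room temperature. Measured by: rhodamine 110 fluorescence at Ex 480/Em 540 nm.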
# EBI2 antag = blocks human EBI2 receptor beta-arrestin signaling; EBI2 beta-arrestin recruitment, luminescence, 7a,25-OHC stimulated; inhibition, % at 5 µM; 360,000 tested, 0.81% active; AID 651636; in the data active means inhibition above about 38%;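 further: enzyme fragment complementation signal reports receptor beta-arrestin coupling in cells; 0% = agonist plus DMSO wells and 100% = wells without agonist; some results beyond the cut were filed as inactive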
# CCR6 antagonist = CCR6 (human) receptor antagonism; AID 493098; P51684; CHO-K1 CCR6 PathHunter beta-arrestin, luminescence, CCL20-stimulated; inhibition, % at 20 µM; 340,000 tested, 0.49% active;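 active means compounds whose inhibition of the agonist-driven luminescence signal at 20 µM reaches about 50%, limit read from the data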;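 further: cells stimulated with CCL20 at 14 nM final; plate controls were DMSO with CCL20 for no effect and DMSO without agonist for full effect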
# Jurkat NFkB inh = inhibitors of the PMA/ionomycin-induced NF-kB reporter in Jurkat cells; PMA/ionomycin-induced NF-kB luciferase reporter, luminescence; inhibition, % at 4 µM; 330,000 tested, 0.53% active
# UBC13 polyUb = blocks human UBC13 polyubiquitin chain formation; P61088; TR-FRET; inhibition, % at 20 µM; 330,000 tested, 0.47% active; AID 485273; in the data active means inhibition above about 45%, passing the limit was not always enough
# Starred values were filed as active, the others as inactive; / = no result given. Unless noted, no stated cut-off is given here; in the data, active means inhibition above about 50%; inactive means the rest.
Structure,Apaf1 inhib,SENP8 inh,UBC13 polyUb,EBI2 antag,697 NFkB inh,Gli-Sufu antag,CCR6 antagonist,Jurkat NFkB inh
Brc1ccc(-c2nc(-c3ccncc3)no2)cc1,0.6,12.7,-2.8,-3.1,-106.8,-34.2,9.2,-62.7
O=C(CN1CCN(c2ccc(Cl)cc2)CC1)NCc1ccccc1,9.0,4.6,-10.6,-3.6,-23.0,10.2,18.7,-8.6
CCn1cc(C(=O)OCC(=O)OC2CC(C)CCC2C(C)C)c(=O)c2ccc(C)nc21 (stereo not given),47.6*,0.2,8.2,22.1,-17.9,8.0,-0.3,5.1
CCOCCCNC(=O)C(NC(=O)Cc1c[nH]c2ccccc12)c1ccccc1 (stereo not given),3.6,-11.2,-6.7,-6.2,15.7,5.8,-14.8,3.3
CCN(CC)CCN1C(=O)C(=O)/C(=C(/O)c2ccc(OC)cc2)C1c1ccco1 (stereo not given),-0.8,3.6,5.2,-5.2,11.4,22.4,4.6,-10.6
CC(C)=CCN1CCN(Cc2ccc(C)s2)CC1CCO (stereo not given),-23.2,6.0,16.4,3.8,16.8,6.9,-0.3,-0.9
O=C(O)c1cc2n(n1)C(C(F)(F)F)CC(c1ccccc1)N2 (stereo not given),8.8,-9.4,-12.9,-6.5,4.3,-2.0,0.2,4.7
Cc1ccc(S(=O)(=O)N[C@H](C(=O)NC2CCC(C)CC2)C(C)C)cc1 (stereo not given in full),7.6,-5.7,-8.5,-0.9,1.4,-4.3,-6.4,-22.7
O=C(CN1C(=O)COc2ccccc21)NCCCN1CCN(Cc2ccccc2)CC1,-4.1,2.0,5.7,-2.5,8.8,2.7,-2.1,-6.5
COc1ccc(NC(=O)C2(c3ccccc3)CCCC2)cc1,5.0,-0.9,7.3,3.6,4.5,5.9,15.3,-13.1

# The final two compounds of the section before are carried over, then new ones follow.
Structure,Apaf1 inhib,SENP8 inh,UBC13 polyUb,EBI2 antag,697 NFkB inh,Gli-Sufu antag,CCR6 antagonist,Jurkat NFkB inh
O=C(CN1C(=O)COc2ccccc21)NCCCN1CCN(Cc2ccccc2)CC1,-4.1,2.0,5.7,-2.5,8.8,2.7,-2.1,-6.5
COc1ccc(NC(=O)C2(c3ccccc3)CCCC2)cc1,5.0,-0.9,7.3,3.6,4.5,5.9,15.3,-13.1
Cc1ccc(CNC(=O)[C@@H](NC(=O)C2CCN(C(=O)[C@@H](N)CC(C)C)CC2)C(C)C)cc1,6.5,-17.0,6.6,1.7,-7.0,6.9,1.0,-2.1
Cc1ccc(NC(=O)C2CCCO2)c(Br)c1 (stereo not given),-10.9,-5.4,3.8,-0.3,0.9,-13.3,-2.3,-3.9
O=C(c1ccc(Sc2cccc(Cl)c2)c([N+](=O)[O-])c1)N1CCN(c2ccccn2)CC1,21.2,-9.2,-9.1,2.2,1.3,1.5,9.8,-3.2
Cc1ccc(CNC(=O)/C=C/c2ccccc2Cl)cc1,-9.5,-4.6,3.6,30.2,-3.1,12.1,-3.9,-5.9
COc1ccc(N(CC(=O)NCc2ccccc2C)S(=O)(=O)c2ccc(C)cc2)cc1OC,1.5,7.7,1.4,2.9,11.9,6.2,-6.1,11.3
O=C(O)c1cccc(-c2ccc(/C=N/n3cnnc3)o2)c1,-8.9,-4.6,-14.5,-5.4,1.7,-9.4,-13.2,2.0
Cc1nc(S(=O)(=O)c2cccc(Cl)c2)nc2c1CCC2,6.2,-6.6,-4.0,-1.0,11.2,-23.2,2.1,-3.9
CCn1c2ccc(/C(C)=N\O)cc2c2cc(/C(C)=N\O)ccc21,-1.8,-3.4,-3.7,6.6,1.9,-1.4,-5.2,-8.2
O=S(=O)(Nc1ccc(-c2nc3cccnc3s2)cc1)c1ccccc1F,2.8,65.9*,20.3,-6.8,-37.9,-8.0,-11.2,-28.1
O=C(CCOc1ccccc1)Nc1ccnn1C1CCN(Cc2ccc(O)cc2)CC1,6.6,-3.5,5.9,0.7,-6.8,11.7,6.9,0.8
CCn1c(SCC(=O)Nc2cc(C)on2)nnc1-c1ccc(OC)cc1,-9.5,3.3,3.9,7.5,13.6,-10.5,8.9,-2.7
O=C(CN(Cc1ccc(Br)cc1)S(=O)(=O)c1ccccc1)NCc1cccnc1,10.6,-2.4,-7.3,-11.6,-65.6,-6.3,14.2,-19.8
COc1ccc(/C=C/C(=O)OCC(=O)Nc2ccc(OC)c(S(=O)(=O)N3CCCCC3)c2)cc1,4.8,-6.7,-5.7,10.6,9.1,-9.8,4.7,6.3
CCOc1ccc2c(c1)C(NC(C)=O)C(=O)N2CCN1CCOCC1 (stereo not given),0.3,-2.0,-6.2,3.7,-7.5,5.7,5.5,-7.2
CCN(CC)c1ccc(NC(=O)COc2ccc(C)cc2)cc1,2.3,-2.7,-2.1,48.2*,0.6,-9.2,11.2,-16.4
Cc1noc(C)c1COc1ccc(C(=O)OC(C)C(=O)Nc2ccc(S(=O)(=O)N3CCOCC3)cc2)cc1 (stereo not given),11.8,-2.6,3.2,-2.3,0.4,7.8,-1.6,16.9
Cc1ccc([N+](=O)[O-])cc1S(=O)(=O)NCCc1c(C)[nH]c2ccccc12,18.0,0.3,6.9,0.4,-25.3,-10.0,28.8,-3.0
COc1cccc(OC)c1C(=O)Nn1c(-c2cccs2)nc2ccccc2c1=O,-11.0,2.0,0.3,11.9,10.8,-1.6,23.3,5.7
CCOC(=O)c1nnc(-c2ccc(C)cc2)nc1Sc1ccc(Cl)cc1,-13.2,1.4,-0.8,-13.9,8.2,-12.2,3.8,-9.1
CCN(CCCNC(=O)CN(C)S(=O)(=O)c1cccc2nsnc12)c1cccc(C)c1,21.3,-1.0,3.5,9.4,7.2,-3.6,13.9,-1.2
CC(=O)N1[C@H](C)C=C[C@]1(Cc1ccccc1)C(=O)NCCc1c[nH]c2ccccc12,-0.5,1.2,3.3,-0.3,17.3,-7.3,8.2,8.8
C[C@H](CO)N1C[C@H](C)[C@@H](CN(C)Cc2ccc(C(=O)O)cc2)Oc2c(NS(=O)(=O)c3cccs3)cccc2C1=O,-6.7,7.1,1.6,-7.6,19.4,-0.6,8.5,-0.8
COC(CNc1ncnc2sc(-c3ccccc3)cc12)OC,2.2,6.9,9.5,17.8,-11.2,1.3,13.5,-5.0
O=c1cc(-c2ccc(C(F)(F)F)cc2)oc2ccccc12,18.5,19.7,19.5,-8.4,-0.3,2.5,8.2,17.1
CCOC(=O)N1CCN(C(=O)CS(=O)(=O)c2cn(Cc3ccccc3Cl)c3ccccc23)CC1,22.0,-8.8,1.3,-0.8,1.5,8.5,10.8,-15.0
Cc1c(Cl)cccc1NC(=S)NNS(=O)(=O)c1ccc([N+](=O)[O-])cc1,-2.5,2.9,-5.1,9.0,-9.8,3.7,9.1,4.2
COc1ccccc1/C=C(\C#N)C(=O)c1cccn1C,12.4,-16.8,0.7,0.9,4.8,7.3,-3.7,-0.3
Cn1c(SCC(=O)N2CCOCC2)nnc1-c1ccc(NC(=O)c2ccccc2F)cc1,-22.1,-2.5,-2.4,-6.0,2.6,-1.5,-8.9,-9.3
Cn1c(=O)c(C(=O)CN2CCN(Cc3ccc4c(c3)OCO4)CC2)c(N)n(Cc2ccccc2)c1=O,-7.1,-5.7,3.5,7.2,-13.0,9.2,6.6,21.1
COCCNC(=O)CCC1CCN(Cc2ccc(-c3ccccc3)cc2)CC1,-12.5,-1.9,4.8,1.8,3.4,34.1,3.6,17.8
COc1ccc(OC)c(CNC(=O)CCCc2cn(C)c3ccccc23)c1,5.9,10.0,1.3,-3.4,1.5,-5.4,18.6,15.6
CN(C)c1ccc(N2C(=NC(=O)CCc3ccccc3)SC3CS(=O)(=O)CC32)cc1 (stereo not given),8.1,-4.8,-1.6,-10.5,8.9,-14.2,19.1,-7.6
CCOC(=O)c1c(NCc2ccccc2)n[nH]c1C,7.5,-4.1,6.0,-8.6,9.9,-0.7,0.9,-6.3
COc1cc(C(=O)Nc2ccc3ccccc3c2)cc(OC)c1OC,-2.3,-9.5,1.3,/,-39.6,-1.2,4.8,41.5
O=C(NCc1ccccn1)Nc1cccc(Cl)c1Cl,4.2,-2.4,1.4,0.6,-21.8,-25.2,-2.9,-24.1
COc1ccc(/C=C2/CC/C(=C\c3ccc(OC)c(OC)c3OC)C2=O)c(OC)c1OC,9.1,-1.5,-1.4,32.4,-12.6,11.7,27.0,-11.2
O=C(c1cc(COc2ccccc2)on1)N1CCCC(CN2CCOCC2)C1 (stereo not given),-2.9,-7.5,10.9,-0.4,-13.3,0.9,-0.7,3.4
COc1ccc(CNC(=O)C(c2ccco2)N(C(=O)c2ccccn2)c2ccccc2)cc1 (stereo not given),7.2,5.0,-10.4,8.0,-6.0,0.0,-8.5,-6.4
CCC(C)C(NC(=O)C1CCC(C)CC1)C(=O)Nc1ccc(OC)cc1OC (stereo not given),-11.1,1.2,5.2,9.2,17.0,2.2,6.7,7.8
Cc1ccc(S(=O)(=O)N2CCCN(S(=O)(=O)C3CCS(=O)(=O)C3)CC2)cc1 (stereo not given),-16.5,-0.3,0.1,1.2,2.3,4.3,-9.1,2.8
Cc1ccc(S(=O)(=O)NC(=O)CSc2nc3ccccc3s2)cc1,-1.6,2.5,8.9,-6.9,7.4,-4.0,-11.2,5.5
Cc1ccc(N/C(N)=N/c2nc(CSc3ccccn3)cc(=O)[nH]2)c(C)c1,16.9,1.5,-0.6,3.3,-21.5,14.0,3.5,6.0
Cc1ccc(OCc2cc(C(=O)N(C)Cc3cnc4ccccn34)no2)cc1C,18.6,-3.8,5.7,7.9,-41.6,8.5,3.4,21.9
O=C(CNS(=O)(=O)Cc1ccccc1)NCc1ccccc1,-9.0,4.7,-7.7,1.0,14.4,-9.1,13.9,-1.7
O=C(c1ccco1)N1CCN(CC2CC3C=CC2C3)CC1 (stereo not given),-8.5,8.2,-1.0,-6.5,-24.9,-3.1,0.6,-19.8
O=C1c2ccccc2-c2ccc(C(=O)N3CCOCC3)cc21,-0.5,4.8,-5.4,8.1,-17.2,6.0,-7.2,3.7
CCOC(=O)c1c(C)oc(NC(=O)COc2ccc(Cl)cc2C)c1C#N,21.4,10.3,-9.3,5.2,17.8,2.4,4.1,5.5
Cc1ccc(C)c(NC(=O)CN(C)C(=O)c2cc(S(=O)(=O)N3CCOCC3)ccc2N2CCCC2)c1,22.1,2.3,-15.9,-0.8,-11.5,0.2,12.7,3.1
CC(O)c1cccc(NC(=O)CC(c2ccccc2)c2ccccc2)c1 (stereo not given),-4.2,2.1,-2.5,-6.1,-3.9,-1.9,9.6,0.4
COc1ccc(NC(=O)[C@@H]2CCCN2S(=O)(=O)c2ccccc2F)cc1S(=O)(=O)N1CCCCC1,12.1,-13.8,-9.5,0.5,-9.7,0.1,8.6,-6.7

# Additional entries:
Structure,Apaf1 inhib,SENP8 inh,UBC13 polyUb,EBI2 antag,697 NFkB inh,Gli-Sufu antag,CCR6 antagonist,Jurkat NFkB inh
COc1ccc(C2COC(=O)C2=N)c(NC(=O)c2ccccc2)c1 (stereo not given),-14.9,0.0,-3.2,-7.5,6.6,1.8,-13.3,-7.6
COc1cccc(COC(=O)C2CCN(S(=O)(=O)c3ccc(Cl)cc3)CC2)c1OC,17.8,-1.7,-3.9,13.0,6.9,-9.5,11.5,-15.0
N/C(=N\OC(=O)CC1CCCCC1)c1cccnc1,-5.2,1.1,0.9,4.4,-15.0,-5.8,2.3,-12.5
CN(C)S(=O)(=O)c1ccc(C(=O)NCCSc2ccc(Br)cc2)cc1,6.9,-6.4,14.7,65.2*,-12.9,-24.2,22.5,-10.2

# Some of these compounds in order of their number in 697 NFkB inh, rising:
SMILES,UBC13 polyUb,EBI2 antag,697 NFkB inh,CCR6 antagonist,Jurkat NFkB inh
N/C(=N\OC(=O)CC1CCCCC1)c1cccnc1,0.9,4.4,-15.0,2.3,-12.5
CN(C)S(=O)(=O)c1ccc(C(=O)NCCSc2ccc(Br)cc2)cc1,14.7,65.2*,-12.9,22.5,-10.2
COc1ccc(C2COC(=O)C2=N)c(NC(=O)c2ccccc2)c1 (stereo not given),-3.2,-7.5,6.6,-13.3,-7.6
COc1cccc(COC(=O)C2CCN(S(=O)(=O)c3ccc(Cl)cc3)CC2)c1OC,-3.9,13.0,6.9,11.5,-15.0

# These rows are one share of the data; rates above refer to the full screens.
